Bioassay records deposited in PubChem by National Center for Advancing Translational Sciences (NCATS).
p53ts 32C kill – qHTS Screen for Compounds that Selectively Target Cancer Cells with p53 Mutations: Cytotoxicity of p53ts Cells at the Permissive Temperature | H1299-p53A138V at 32C, ATP luminescence viability, 24 h | Potency, µM (top dose mostly 46.1 µM), without a hit: at the top dose activity change, negative = cytotoxicity, most hits filed as cytotoxic | 130,000 compounds, 0.93% hits;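 also: 0% = DMSO and -100% = full killing by reference compound; nearly all actives have a fitted effect of over 55% in size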
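H1299-p53 A138V cells (temperature-sensitive p53) exposed 24 h to up to 46 uM compound at 32C, where p53 is wild-type in conformation. Viability read as ATP luminescence and normalised to DMSO and 100 uM tamoxifen. AC50 fitted with the Hill equation.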
Imprint erasure – qHTS Assay for Compounds that Induce Erasure of Genomic Imprints | mouse ES Peg3-LacZ reporter, beta-gal luminescence, 40 h | 110,000 compounds, 0.02% hits | Potency, µM (titrated, usually from 60.7 µM), for inactives: at the highest dose activity change, positive = activation, most hits filed as activators;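 also: 0% = negative control wells on the plate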
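Each well holds 300 Peg3LacZ-Neo (maternal) female ES cells incubated 40 h at 37C, 5% CO2. LacZ is measured by BetaGlo luminescence, with AC50 and maximum efficacy derived from dose-response curves.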
p53ts 39C kill – qHTS Screen for Compounds that Selectively Target Cancer Cells with p53 Mutations: Cytotoxicity of p53ts Cells at the Nonpermissive Temperature. H1299-p53A138V viability at 39C, ATP luminescence, 24 h. 130,000 compounds, 1.5% hits. Potency, µM (series often up to 46.1 µM), without a hit: at the top dose activity change, negative = cell killing, hits mostly cytotoxic; also: nearly all actives have a fitted effect of over 55% in size
IkB sig inh – IkB Signaling; ABC-DLBCL IkBa-CBG/CBR dual luciferase ratio, 4 h; response scale: scaled: untreated 0%, proteasome inhibitor 100%; Potency, µM (series often up to 57.1 µM), for inactives: at the top dose IkBa stabilization activation; 110,000 compounds, 0.04% hits; AID 445, 2006; active = well fitted curve in the direction sought with a large enough effect in the signal ratio, not every such curve was filed as active; inconclusive = small, poorly fitted or top-dose-only effect, or a change in a side signal; the % refers to the signal ratio;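 also: the direction sought is a rising ratio; 0% = basal untreated cells and 100% = reference inhibitor full response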
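Curves were fitted separately to fusion (green), unfused (red) and ratio luminescence, then classed by r2, magnitude and activity. Cells: OCI-Ly3, 4 h compound plus doxycycline at 37C; 10 uM MG-132 defined full response.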
Active calls of the source: *; ? = inconclusive; . = no result given; & = joins results of further samples; [ ] = another dose, or the depositor's remark. Unless noted, calls follow the shape of the dose curve; as a rule, active = well fitted curve in the direction sought with a large enough effect; inconclusive = small, poorly fitted or top-dose-only effect, or another doubt; inactive = no such curve, though single readings can be large; an effect the other way counts as inactive or inconclusive. Unless noted, % is scaled to controls: 0 for no effect and ±100 for the full control effect; potency is read from the fitted curve at half-maximal effect.

Each structure is followed by: p53ts 32C kill, Imprint erasure, p53ts 39C kill, IkB sig inh
[1] O=C(c1ccccc1F)N1CCN(Cc2cccc(Cl)c2)CC1
    1%, ., -2%, 1.1%
[2] CCOc1ccc(N(Cc2cc3cc(OC)ccc3[nH]c2=O)C(=O)C2CCCO2)cc1 (stereo unspecified)
    -5%, -7%, 8%, 1.0%
[3] CC(C)(C)N1C(=O)[C@H]2[C@@H]3[C@H](O)[C@H](O)CC(=O)[C@H]3CC[C@H]2C1=O
    2%&12%[9.22 µM], ., 7%&12%[9.22 µM], .
[4] O=C(NCC(c1cccnc1)N1CCN(Cc2ccccc2)CC1)C(=O)Nc1cccc(F)c1 (stereo unspecified)
    -7%, -16%[10.9 µM], -3%, 1.7%
[5] COc1ccc(S(=O)(=O)N2CCCCC2)cc1C(C)C
    4%, -25%, 4%, 0.3%
[6] COc1ccc(-c2nn(CC(=O)NCc3ccccc3)c3c2cnc2ccc(F)cc23)cc1
    9%, -8%[10.9 µM], -6%, -0.2%
[7] c1ccc(-c2nc(NCCCN3CCOCC3)c3ccccc3n2)cc1
    9%, 7%, ?, ?
[8] COc1ccc(Nc2cc(C(=O)NCCCN(C)C3CCCCC3)c3ccccc3n2)cc1
    -5%, -12%[10.9 µM], 13µM*, -2.3%
[9] CCOC(=O)c1c(NC(=O)c2cc(-c3ccc(OC)cc3)on2)sc(C)c1C
    6%, -10%[10.9 µM], 15%, 0.5%
[10] COc1ccc(N(CC(=O)NCCSC(C)(C)C)S(C)(=O)=O)c(OC)c1
    1%, -3%, 4%, 1.0%
[11] COc1cc(NS(C)(=O)=O)c(OC)cc1NC(=O)c1ccccc1
    5%, -12%, 8%, -0.9%
[12] O=C(NCCN1CCOCC1)NC1(C(F)(F)F)Oc2ccccc2O1
    -3%, -12%, -14%, 0.4%
[13] COc1ccc(OC)c(NC(=O)c2cc3c(=O)n4cccc(C)c4nc3n2C)c1
    4%, -8%[10.9 µM], -6%, -0.2%
[14] COCCn1c(C(=O)N2CCCC2)cc2c1C[C@H]1CN(C(=O)c3ccccc3)[C@@](Cc3ccc(OC)cc3)(C(=O)OC)[C@@H]21
    5%, -8%, 12%, .
[15] O=C(N[C@H](CO)[C@H](O)c1ccc([N+](=O)[O-])cc1)C(Cl)Cl
    -12%[1.84 µM], -14%&-3%, 19%, 1.2%
[16] Cc1cc(C)cc(NC(=O)Nc2nnc(N(C)C3CCCCC3)s2)c1
    10%, -8%[10.9 µM], 4%, 0.5%
[17] COc1ccc(CNc2ccnc(-c3cccc(NS(C)(=O)=O)c3)n2)c(OC)c1
    4%, ?, -6%, 2.3%[11.4 µM]
[18] COc1ccc(N2CCN(Cc3nc4ccccc4c(=O)[nH]3)CC2)cc1
    6%, -3%, 3%, 2.6%
[19] CC(C)c1ccc(S(=O)(=O)c2nnn3c2nc(N2CCCCC2)c2ccccc23)cc1
    4%, ., 9%, .
[20] Cc1nc(NC2CCCCC2)c2nc(-c3ccccc3)n(C(C)CN(C)C)c2n1 (stereo unspecified)
    -1%, -15%, -4%, .
[21] COC(=O)CC1C(=O)NCCN1C(=O)c1ccccc1 (stereo unspecified)
    -17%, 7%, 12%, 0.8%
[22] CCCCn1c(SCC(=O)NCC2CCCO2)nc2ccc(N3CCOCC3)cc2c1=O (stereo unspecified)
    -5%, ?, 0%, 1.5%
[23] CO[C@@H]1COC(=O)[C@H](C)NC(=O)[C@@H](C)COC(=O)CCC[C@H]1C
    -3%[9.22 µM], ., 6%[9.22 µM], .
[24] Cc1cccc(N(C)C(=O)Cn2cnc3nc4c(cc3c2=O)CCCC4)c1
    3%, -6%[10.9 µM], -12%, 1.6%
[25] Cc1cc(C)cc(NC(=O)N2CCN(C)c3ncccc32)c1
    -4%, -9%[10.9 µM], -3%, -0.2%
[26] CCOC(=O)c1c(NC(=O)c2ccc(S(=O)(=O)N3CCC(C)CC3)cc2)sc2c1CCN(C)C2
    ?, -28%[10.9 µM], 24%, ?
[27] Cc1ccc(-c2nnn(Cc3nc4ccccc4s3)n2)cc1
    -15%, -9%, -20%, 5.7%
[28] O=C(CSc1ncn[nH]1)c1ccco1
    4%, -18%, 5%, 7.5%
[29] COc1ccc2cc3c(N)nn(C(=O)Cc4ccccc4OC)c3nc2c1
    -4%, -9%, -29%, ?
[30] CC(=O)c1ccc(NC(=O)CSc2nc(-c3ccc(C)cc3)nc3c2c(=O)n(C)c(=O)n3C)cc1
    11%, 7%[10.9 µM], 4%, -0.8%
[31] CCc1ccc2oc(-c3cc(NC(=O)c4cc(OC)c(OC)c(OC)c4)ccc3O)nc2c1
    -30%, -5%[10.9 µM], 14%, ?
[32] COC(=O)Cn1c(C)nc2c(sc3nc(C)cc(C)c32)c1=O
    -28%, -1%, -20%, -1.5%
[33] Cc1onc(-c2ccccc2Cl)c1C(=O)NCc1ccc(N2CCCC2=O)cc1
    17%, -6%, 9%, 0.8%
[34] CCN(CCCNC(=O)CC1Oc2ccc(C)cc2NC1=O)Cc1ccccc1 (stereo unspecified)
    -3%, -7%, 20%, 0.8%
[35] C=C1CCC(=O)C(C)CCC2C1CC2(C)C (stereo unspecified)
    4%, -4%, 5%, .
[36] Cc1ccc(NC(=O)N2CCc3cc(S(=O)(=O)N4CCC(C)CC4)ccc32)cc1F
    7%, 7%[10.9 µM], ?, -2.7%
[37] CC(C)(C)OC(=O)NCC(=O)N1CCC(C(=O)O)CC1
    -4%, 13%, 4%, -0.4%
[38] COc1cc(C(=O)NCc2ccc3c(c2)OCO3)ccc1OCc1c(C)noc1C
    -2%, 12%, -1%, 0.8%
[39] CCCCOC(=O)Nc1ccc(C(=O)OC)cc1
    -11%, -16%, 5%, -0.1%
[40] COc1ccc(CNS(=O)(=O)c2cnc(N)nc2)cc1
    1%, 16%[10.9 µM], -20%, 1.1%
[41] C=C1C2CC[C@@]3(C)C(c4ccoc4)OC(=O)C[C@@]13OC1CC(=O)C(C)(C)C(CC(=O)OC)[C@]12C (stereo partly specified)
    4%, -7%, 13%, .
[42] Cc1ccc(-c2ccc(=O)n(CC(=O)NCCN(C)C)n2)cc1
    -10%, 2%, 22%, 0.9%
[43] CCOc1ccc(C2C(=O)N(C3CCCCCC3)CC(=O)N2Cc2ccccc2)cc1OC (stereo unspecified)
    16%, -17%[10.9 µM], ?, -0.4%
[44] CCOc1ccccc1NC(=O)N1CCc2c(sc3c2CCCC3)C1c1ccccc1 (stereo unspecified)
    -3%, -8%[10.9 µM], -15%, -0.3%
[45] CCN1C2=NCCCN2c2ccccc21
    -4%, ., -3%, 3.8%
[46] CCn1c2ccccc2c2nnc(SCC(=O)Nc3ccc4c(c3)OCO4)nc21
    -7%, 1%, -11%, -0.3%
[47] O=C(CNS(=O)(=O)c1cccs1)N1CCc2ccccc2C1
    -3%, -18%, -6%, -1.8%
[48] NC(N)=NC(N)=Nc1ccccc1 (tested in a mixture with another compound)
    -2%[9.22 µM], -9%[10.9 µM], 12%[9.22 µM], 0.3%[11.4 µM]
[49] C=C(C)c1cccc(C(C)(C)NC(=O)N2CCN(CC(N)=O)CC2)c1
    3%, -2%, 13%, 0.4%
[50] CCN(c1ccccc1)c1nnc(NC(=O)Nc2ccc(Br)cc2)s1
    7%, -9%[10.9 µM], -18%, ?

Entries of single compounds, looked up by structure. Values in the order: p53ts 32C kill | Imprint erasure | p53ts 39C kill | IkB sig inh
CCOc1ccccc1NC(=O)N1CCc2c(sc3c2CCCC3)C1c1ccccc1 (stereo unspecified) across the screens: -3% | -8%[10.9 µM] | -15% | -0.3%
Cc1ccc(-c2ccc(=O)n(CC(=O)NCCN(C)C)n2)cc1 across the screens: -10% | 2% | 22% | 0.9%

Additional results
Each structure is followed by: p53ts 32C kill, Imprint erasure, p53ts 39C kill, IkB sig inh
[51] Cc1cc(C)c2nc(NC3=NCN(CCN4CCOCC4)CN3)nc(C)c2c1
    2%, -8%, -2%, -1.9%
[52] Cn1ncc2c1ncn1nc(COc3ccc4ccccc4c3)nc21
    -3%, -4%, 1%, -2.6%
[53] COc1ccc(C2C3=C(CC(C)(C)CC3=O)Oc3ncn(CCO)c(=N)c32)cc1OC (stereo unspecified)
    6%, -7%, 10%, -1.9%
[54] COc1cc(NC(=O)CCc2c(C)nc3c(c(C)nn3-c3ccccc3)c2C)cc(OC)c1OC
    6%, 3%[10.9 µM], -28%, ?
[55] Nc1ccn([C@H]2CS[C@@H](CO)O2)c(=O)n1
    -12%[1.84 µM], 1%, 3%, 0.0%
[56] O=C(Nc1ccccc1)c1ccc(NCC2CCCO2)c(S(=O)(=O)N2CCOCC2)c1 (stereo unspecified)
    -1%, -13%, 0%, -2.2%
[57] CC(C)c1ccc(NC(=O)CN2C(=O)CCc3cc(S(=O)(=O)N4CCOCC4)ccc32)cc1
    17%, -13%[10.9 µM], -5%, ?
[58] O=C(Nc1ccc2nc(SCC(=O)N3CCCc4ccccc43)sc2c1)c1ccccc1
    -7%, ?, 17%, 2.4%
[59] CCOc1ccc(C(=O)N2CCN(c3ccccc3)CC2)cc1OCC
    4%, ., -3%, .
[60] O=C(CCCC(=O)OCC(=O)NC1CCCC1)Nc1ccccn1
    1%, 2%, 0%, -0.2%
[61] CNc1ncnc2ccc(-c3ccccc3C#N)cc12
    13%, -40%[inhibitor], 11%, 1.7%[11.4 µM]
[62] CCCCN(C)C(=O)c1oc2ccc(S(=O)(=O)N3CCCCCC3)cc2c1C
    33%[activator], -12%, 33%[activator], -1.9%
[63] COc1ccccc1NC(=O)Nc1nc(-c2cccnc2)nc2ccccc12
    -12%, 8%&1%, -10%, 7.8%
[64] O=C(Cn1cc(SCc2cccc(F)c2)c2ccccc21)N1CCCC1
    -1%, -13%[10.9 µM], -17%, ?
[65] O=C(CCCCn1c(=O)c2ccccc2n(CC(=O)Nc2cccc(C(F)(F)F)c2)c1=O)NCc1ccc2c(c1)OCO2
    -6%, 3%[10.9 µM], ?, ?
[66] CC1N=C2c3ccccc3N=C(SCC(=O)NCCc3ccccc3)N2C1=O (stereo unspecified)
    4%, -7%[10.9 µM], -9%, -0.3%
[67] COc1ccc2c(c1)CN([C@H](C)[C@@H]1CC[C@@H]3[C@H]4CC[C@H]5C[C@@H](O)CC[C@@]5(C)[C@H]4CC[C@]31C)CO2
    11%[9.22 µM], -10%[10.9 µM], -8%[9.22 µM], 5.1%[11.4 µM]
[68] COc1ccccc1NC(=O)CSc1nc(-c2ccc(C(C)(C)C)cc2)c(C#N)c(=O)[nH]1
    7%, -18%[10.9 µM], 27%, ?
[69] COCCn1nnnc1CN1CCN(c2cccc(C(F)(F)F)c2)CC1
    3%, -10%, -5%, 1.0%
[70] CCn1c(COc2ccccc2C)nc2ccccc21
    -24%, ., -6%, .
[71] CSc1ccc(CCNC(=O)C(C)n2c(C)c3cnn(-c4ccccc4)c(=O)c3c2C)cc1 (stereo unspecified)
    -1%, -12%[10.9 µM], -8%, ?
[72] CCCCOc1ccc(CNC(=O)C2CCN(c3nnc(-n4cccc4CNc4ccc(C)cc4)s3)CC2)cc1
    ?, -15%[10.9 µM], -27%, 2.2%
[73] COc1ccc(S(=O)(=O)c2cn(Cc3ccccc3)c3ccc(OC)cc3c2=O)cc1
    1%, 5%[10.9 µM], -5%, ?
[74] CC(NC(=O)C(=O)Nc1c2c(nn1-c1ccccc1)CSC2)c1ccccc1 (stereo unspecified)
    -5%, -15%[10.9 µM], 8%, 1.0%
[75] c1ccc(C[C@@H](Nc2cccnc2)c2ccccc2)cc1
    -2%[9.22 µM], -7%[10.9 µM], -2%[9.22 µM], 2.5%[11.4 µM]
[76] CCOC(=O)c1c(C)c(C(=O)NCCc2ccc(OC)cc2)c(C)n1CC
    -6%, -15%[10.9 µM], -24%, ?
[77] O=C(NCc1ccc(F)cc1)c1c2c(nc3ccccc13)CCN(Cc1ccccc1)C2
    31%[activator], ., 10%, .
[78] CCOC(=O)c1cnc2sc3c(n2c1=O)CCCC3
    -2%, -19%, -14%, ?
[79] Cc1ccc(C)c(Nc2nnc(-c3ccc(C)c(S(=O)(=O)N4CCCCC4)c3)c3ccccc23)c1
    13%, -21%[10.9 µM], 5%, -0.6%
